# Compound activity as filed in PubChem.
# rCAG RNA binder – r(CAG) repeat RNA binding | 370,000 tested, 1.3% active | AID 651821 | TO-PRO-1 dye displacement fluorescence | inhibition, % at 3 µM;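 active = inhibition above the plate cutoff, the mean of all test compounds on that plate plus 3 SD, cut at about 35% in these data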;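 also: 0% = DMSO alone and 100% = 100 µM mitoxantrone as full dye displacement; higher means more dye released from RNA so lower well fluorescence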
# HTRA1 inhibitor – HTRA1 (human) protease inhibition | AID 504803 | 340,000 tested, 0.5% active | inhibition, % at 5.96 µM | recombinant HTRA1, FP-rhodamine activity-based probe, fluorescence polarization; in the data active = inhibition above about 36%;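 also: 0% = enzyme with DMSO and 100% = wells lacking enzyme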
# PG9 binder – binds the HIV-1 gp120 antibody PG9; TR-FRET gp120-PG9 antibody binding; inhibition, % at 6.7 µM; 360,000 tested, 0.43% active; in the data active = inhibition above about 8.5%
# PRMT1 FP inh – inhibitors of human PRMT1 | 370,000 tested, 1.3% active | recombinant PRMT1, activity-based probe fluorescence polarization | Q99873 | inhibition, % at 2.79 µM;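 active = inhibition above about 21% made by adding two undisclosed values, limit read from the data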
# Target sequence (Q99873 whole entry, looked up): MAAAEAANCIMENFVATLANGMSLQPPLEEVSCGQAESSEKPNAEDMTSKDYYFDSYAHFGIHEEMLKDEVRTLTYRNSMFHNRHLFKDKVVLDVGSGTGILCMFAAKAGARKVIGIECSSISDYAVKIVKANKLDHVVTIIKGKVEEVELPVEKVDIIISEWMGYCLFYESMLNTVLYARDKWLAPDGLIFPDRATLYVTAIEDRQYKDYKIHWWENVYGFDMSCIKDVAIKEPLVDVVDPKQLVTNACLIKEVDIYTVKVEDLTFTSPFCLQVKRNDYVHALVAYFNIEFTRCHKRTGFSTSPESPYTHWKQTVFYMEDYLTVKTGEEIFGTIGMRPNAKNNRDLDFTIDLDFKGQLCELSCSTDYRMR
# TCR CD3 inh – blocks the human TCR-CD3 interaction; AID 651800; inhibition, % at 9.4 µM; TAMRA-labeled TCR probe fluorescence, biochemical; 360,000 tested, 0.37% active; in the data active = inhibition above about 19%;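 also: recombinant mutant TCR 2C K166C tagged with TAMRA read by polarization; 0% = receptor in buffer alone and 100% = receptor with positive control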
# LEDGF integ inh – blocks HIV-1 LEDGF/p75-dependent DNA integration; AID 743269; TR-FRET IN-LEDGF/p75 DNA integration, Eu/Cy5; inhibition, % at 3.7 µM; 370,000 tested, 0.64% active;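 active = inhibition above the screen-wide mean plus 3 SD, cut at about 13% in these data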;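 also: signal is the Cy5 over europium emission ratio at 671 and 618 nm; 0% = plate median of compound wells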
# UHRF1 binding – blocks human UHRF1 binding to methylated DNA. AID 687016. inhibition, % at 4.4 µM. 370,000 tested, 0.75% active. UHRF1 binding to methylated oligo, TR-FRET; in the data active = inhibition above about 21%;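 also: UHRF1 SRA domain binding a hemimethylated CpG hairpin DNA probe; 0% = median of test compound wells and 100% = reference inhibitor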
# MBD2 DNA inh – inhibitors of human MBD2 binding to methylated oligonucleotide; TR-FRET; inhibition, % at 4.4 µM; 370,000 tested, 0.31% active; AID 686964; in the data active = inhibition above about 13%
# Target sequence (Q9UBB5 whole entry, looked up): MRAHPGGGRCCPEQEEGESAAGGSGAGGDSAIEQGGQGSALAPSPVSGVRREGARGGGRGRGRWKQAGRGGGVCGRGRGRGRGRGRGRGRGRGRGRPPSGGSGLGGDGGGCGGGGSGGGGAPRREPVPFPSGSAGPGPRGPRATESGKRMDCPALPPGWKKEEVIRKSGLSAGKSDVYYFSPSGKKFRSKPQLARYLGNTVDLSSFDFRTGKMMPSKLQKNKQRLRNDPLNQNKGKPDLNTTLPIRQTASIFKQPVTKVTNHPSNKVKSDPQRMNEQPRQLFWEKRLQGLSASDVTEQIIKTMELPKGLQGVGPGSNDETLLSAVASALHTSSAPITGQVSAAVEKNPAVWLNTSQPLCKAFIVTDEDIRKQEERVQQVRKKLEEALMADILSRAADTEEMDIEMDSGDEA
# NR1D1 modulator – modulates human Rev-erb alpha binding to DNA | P20393 | Rev-erbα–FITC-DNA binding, fluorescence polarization, 90 min | activity, % at 10 µM | 370,000 tested, 0.79% active | AID 1259318;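 active = activity above about 14%, limit read from the data; passing the limit was not always enough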;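 also: 0% = DMSO wells with 35 nM protein and 100% = DMSO wells with 750 nM protein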
# ABHD4 inh – inhibits mouse alpha/beta hydrolase domain 4. Q8VD66. purified mABHD4, FP-Rh probe fluorescence polarization. inhibition, % at 8.92 µM. 370,000 tested, 0.54% active;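 active = inhibition exceeding the mean over every tested compound plus 3 SD, cut at about 30% in these data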;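 also: 0% = plate median of compound wells and 100% = S159A mutant with DMSO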
#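 Assay system: wild-type mouse ABHD4 protein; compound: single nominal dose of 8.92 µM, 0.89% DMSO final; schedule: 45 min + 60 min at 25 °C; measured by: FP readout, ex 525 nm / em 598 nm; evaluation: % inhibition of FP-Rh probe binding versus controls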
# Active calls of the source: *; x = not tested or not shown. The list is partial. The share of hits here may be higher or lower than overall.
structure	rCAG RNA binder	HTRA1 inhibitor	PG9 binder	PRMT1 FP inh	TCR CD3 inh	LEDGF integ inh	UHRF1 binding	MBD2 DNA inh	NR1D1 modulator	ABHD4 inh
C=CCSc1nc2ccccc2c2nc(-c3ccccc3)nn12	1	2	0.9	-2	-6	6	2	-5	-5	-12
Cc1cc(C)c2nc(N(CCCN(C)C)C(=O)c3ccc(S(=O)(=O)N4CCCCCC4)cc3)sc2c1	1	-10	-1.6	0	0	0	1	0	-1	8
COc1ccc(S(=O)(=O)NC(=O)C2(C)CCN2C(=O)Cc2cc(C)cc(C)c2)cc1OC (stereo not given)	8	x	0.1	-1	0	-7	-2	2	3	6
COc1ccc(OC)c2[nH]c(=O)c(CCNC(=O)CC(C)C)cc12	-8	-3	-0.5	2	1	1	-2	-2	0	6
CCN(CC)CC(=O)N1N=C(c2cccs2)CC1c1ccco1 (stereo not given)	-3	2	0.4	-3	-5	-1	1	-4	4	4
COC(=O)[C@]12C[C@H](CC(=O)NCCC(C)C)C(=O)N(CCC3=CCCCC3)C1=C[C@H](C1CCCC1)O[C@@H]2C	4	x	x	4	x	0	-1	-2	6	0
COC(=O)c1c(C(=O)OC)c(-c2cccc(C)c2)n2c1CS(=O)C2 (stereo not given)	-3	-1	0.9	2	0	6	16	0	2	1
COc1cc(/C=N/NC(=O)c2cccnc2)ccc1OS(=O)(=O)c1cc(C)ccc1C	3	-44	-1.2	3	4	4	2	4	5	-50
COc1ccc(N/N=C/c2c(C(=O)O)ccc3ccccc23)cc1	22	8	-1.7	1	5	-9	-3	0	-14	20
O=C(COc1ncnc2ccc(Br)cc12)NCc1ccco1	2	0	1.4	3	-9	-7	0	2	-6	2
COc1ccc(-c2csc(NC(=O)c3c(C)noc3C)n2)cc1	5	-5	-0.6	3	-2	-1	-2	-5	3	-9
COc1cc2c(cc1OC)-c1cc(NC3CCCCC3)nc(=O)n1CC2	0	1	1.7	1	-1	0	-2	-4	4	-8
COc1ccc(CNC(=O)c2c(O)c3ccccc3n(C)c2=O)cc1OC	3	4	0.6	-1	0	0	2	-5	0	-3
CC(C)Nc1ncnc2c1ncn2[C@H]1CN(Cc2ccc(-c3ccccc3)cc2)C[C@@H](CO)O1	3	x	0.8	1	-4	1	2	2	0	-2
O=C(NCCc1cccc(F)c1)C1CCN(S(=O)(=O)c2ccc(F)cc2)CC1	-4	-3	-0.6	-5	1	4	2	0	-2	3

# (more compounds)
# Field names: A = rCAG RNA binder; B = HTRA1 inhibitor; C = PG9 binder; D = PRMT1 FP inh; E = TCR CD3 inh; F = LEDGF integ inh; G = UHRF1 binding; H = MBD2 DNA inh; I = NR1D1 modulator; J = ABHD4 inh
CC(=O)Nc1ccc(NC(=O)C(C)NC(C)c2cccc3ccccc23)cc1 (stereo not given)
  A = -3 | B = -4 | C = -1.5 | D = -3 | E = 0 | F = -1 | G = -1 | H = -3 | I = -5 | J = -5
CN(c1ccc(O)cc1)S(=O)(=O)c1ccc2ccccc2c1
  A = 3 | B = -6 | C = -4.1 | D = -3 | E = 1 | F = 1 | G = -1 | H = 5 | I = 5 | J = 1
CC(CN1CCN(C/C=C/c2ccccc2)CC1)c1ccccc1 (stereo not given)
  A = -1 | B = 3 | C = -1.8 | D = -2 | E = 0 | F = 0 | G = -2 | H = 0 | I = 2 | J = 1
CC(C)c1ccc(Nc2n[nH]c(=S)s2)cc1
  A = 5 | B = x | C = 0.1 | D = 17 | E = -6 | F = 1 | G = 2 | H = 2 | I = -2 | J = 3
Cc1ccccc1-c1ocnc1C(=O)Nc1ccccc1NC(=O)c1ccccn1
  A = 1 | B = -22 | C = 0.8 | D = 3 | E = -2 | F = -1 | G = -1 | H = 2 | I = -1 | J = 7
CC(C)(C)n1ncc2c(=O)n(Cc3ccccc3Br)cnc21
  A = -9 | B = -6 | C = 0.0 | D = -1 | E = -1 | F = 0 | G = 1 | H = 0 | I = -2 | J = -3
NS(=O)(=O)c1ccc(CCNC(=O)C2(S(=O)(=O)c3ccc(Cl)cc3)CC2)cc1
  A = 0 | B = 2 | C = 0.8 | D = 1 | E = 4 | F = 0 | G = -1 | H = -2 | I = 8 | J = 3
COc1ccc(N(C(=O)c2snc(C(N)=O)c2N)C(C(=O)NC2CCCCC2)c2ccc(C)o2)cc1 (stereo not given)
  A = 1 | B = -13 | C = -0.1 | D = 3 | E = -3 | F = -4 | G = 1 | H = 4 | I = -3 | J = -5

# Compounds above that have an aryl methoxy group:
# Field names: A = rCAG RNA binder; B = HTRA1 inhibitor; C = PG9 binder; D = PRMT1 FP inh; E = TCR CD3 inh; F = LEDGF integ inh; G = UHRF1 binding; H = MBD2 DNA inh; I = NR1D1 modulator; J = ABHD4 inh
COc1ccc(S(=O)(=O)NC(=O)C2(C)CCN2C(=O)Cc2cc(C)cc(C)c2)cc1OC (stereo not given)
  A = 8 | B = x | C = 0.1 | D = -1 | E = 0 | F = -7 | G = -2 | H = 2 | I = 3 | J = 6
COc1ccc(OC)c2[nH]c(=O)c(CCNC(=O)CC(C)C)cc12
  A = -8 | B = -3 | C = -0.5 | D = 2 | E = 1 | F = 1 | G = -2 | H = -2 | I = 0 | J = 6
COc1cc(/C=N/NC(=O)c2cccnc2)ccc1OS(=O)(=O)c1cc(C)ccc1C
  A = 3 | B = -44 | C = -1.2 | D = 3 | E = 4 | F = 4 | G = 2 | H = 4 | I = 5 | J = -50
COc1ccc(N/N=C/c2c(C(=O)O)ccc3ccccc23)cc1
  A = 22 | B = 8 | C = -1.7 | D = 1 | E = 5 | F = -9 | G = -3 | H = 0 | I = -14 | J = 20
COc1ccc(-c2csc(NC(=O)c3c(C)noc3C)n2)cc1
  A = 5 | B = -5 | C = -0.6 | D = 3 | E = -2 | F = -1 | G = -2 | H = -5 | I = 3 | J = -9
COc1cc2c(cc1OC)-c1cc(NC3CCCCC3)nc(=O)n1CC2
  A = 0 | B = 1 | C = 1.7 | D = 1 | E = -1 | F = 0 | G = -2 | H = -4 | I = 4 | J = -8
COc1ccc(CNC(=O)c2c(O)c3ccccc3n(C)c2=O)cc1OC
  A = 3 | B = 4 | C = 0.6 | D = -1 | E = 0 | F = 0 | G = 2 | H = -5 | I = 0 | J = -3
COc1ccc(N(C(=O)c2snc(C(N)=O)c2N)C(C(=O)NC2CCCCC2)c2ccc(C)o2)cc1 (stereo not given)
  A = 1 | B = -13 | C = -0.1 | D = 3 | E = -3 | F = -4 | G = 1 | H = 4 | I = -3 | J = -5

# Entries of single compounds, quoted from the list. Screens in order: rCAG RNA binder | HTRA1 inhibitor | PG9 binder | PRMT1 FP inh | TCR CD3 inh | LEDGF integ inh | UHRF1 binding | MBD2 DNA inh | NR1D1 modulator | ABHD4 inh
# COc1ccc(N(C(=O)c2snc(C(N)=O)c2N)C(C(=O)NC2CCCCC2)c2ccc(C)o2)cc1 (stereo not given) is entered as 1 | -13 | -0.1 | 3 | -3 | -4 | 1 | 4 | -3 | -5
# COc1cc2c(cc1OC)-c1cc(NC3CCCCC3)nc(=O)n1CC2 is entered as 0 | 1 | 1.7 | 1 | -1 | 0 | -2 | -4 | 4 | -8
# O=C(COc1ncnc2ccc(Br)cc12)NCc1ccco1 is entered as 2 | 0 | 1.4 | 3 | -9 | -7 | 0 | 2 | -6 | 2
